High-throughput results (PubChem BioAssay)
CHRM5 agonist – CHRM5 agonism in calcium assay | P08912 | CHO-K1 hM5 cells, Fluo-8 calcium fluorescence; 0% DMSO wells, 100% maximal acetylcholine response | activation, % at 3 µM | actives 0.19% (n = 360,000);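 active = activation above the run's mean over test compounds plus 3 SD, cut at about 23% in these data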;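 note: signal is peak over basal fluorescence ratio across the kinetic read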
Target sequence (P08912 whole entry, looked up): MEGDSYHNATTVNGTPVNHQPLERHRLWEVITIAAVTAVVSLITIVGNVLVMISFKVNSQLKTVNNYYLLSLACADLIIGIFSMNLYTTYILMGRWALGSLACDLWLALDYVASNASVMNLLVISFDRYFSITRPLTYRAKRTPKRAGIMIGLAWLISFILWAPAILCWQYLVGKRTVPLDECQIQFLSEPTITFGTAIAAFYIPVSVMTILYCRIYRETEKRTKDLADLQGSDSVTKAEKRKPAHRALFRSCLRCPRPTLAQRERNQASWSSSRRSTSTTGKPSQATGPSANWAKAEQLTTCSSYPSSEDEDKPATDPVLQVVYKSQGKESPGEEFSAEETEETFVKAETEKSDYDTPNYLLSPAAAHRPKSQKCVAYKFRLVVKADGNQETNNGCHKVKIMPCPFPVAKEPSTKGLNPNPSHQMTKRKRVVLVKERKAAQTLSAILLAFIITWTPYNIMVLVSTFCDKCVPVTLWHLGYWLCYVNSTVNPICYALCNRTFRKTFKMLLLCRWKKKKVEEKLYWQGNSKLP
CHRM5 antagonist – antagonists of human muscarinic M5 receptor (CHRM5) | AID 624040 | P08912 | inhibition, % at 3 µM | CHO-hM5 cells, Fluo-8 calcium fluorescence, ACh EC80 | actives 0.59% (n = 360,000);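 active = inhibition above a per-plate cutoff, the mean of that plate's test compounds plus 3 SD, cut at about 27% in these data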;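 note: 0% = acetylcholine EC80 with DMSO and 100% = DMSO without agonist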
CHO-K1 Ca PAM – counter-screen for M1 PAMs: effect in parental CHO-K1 cells | AID 602247 | ATP EC20, Fluo-8 calcium fluorescence; 0% at ATP EC20, 100% at ATP max | actives 0.02% (n = 360,000) | activation, % at 3 µM;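 active = activation above the run cutoff, the mean activation of all test compounds plus 3 SD, cut at about 40% in these data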;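 note: peak over basal fluorescence ratio in a 140 s read after ATP addition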
TAAR1 antag – antagonists of human TAAR1 | Q96RJ0 | actives 1.5% (n = 360,000) | inhibition, % at 3 µM | CHO RD-HGA16 TAAR1, Fluo-8 calcium fluorescence, antagonist;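 active = inhibition above a per-plate cutoff, the mean inhibition of test compounds on that plate plus 3 SD, cut at about 49% in these data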;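 note: 0% = DMSO plus EC80 beta-PEA response and 100% = DMSO alone without agonist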
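Assay system: RD-HGA16 CHO cells with stable hTAAR1 and Gα16 / Reagent: EC80 β-phenethylamine stimulus / Doses: 3 µM, single point / Timing: dye loading 75 min at 37 °C, then 30 min room temperature / Measured by: Fluo-8 intracellular calcium dye fluorescence, real-time kinetic reads / Controls: vehicle wells and EC80 agonist wells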
CRFBP-R2 block – antagonists of CRF-binding protein/CRF-R2 receptor complex; HEK293 CRF-R2/CRF-BP, CRF-induced calcium fluorescence; inhibition, % at 11.8 µM; actives 0.59% (n = 350,000); AID 588475;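 active = inhibition of the ligand-induced calcium signal above about 50% at the single tested concentration, limit read from the data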
TAAR1 ag – human TAAR1 agonism. Q96RJ0. CHO RD-HGA16 TAAR1, Fluo-8 calcium fluorescence; vehicle wells 0%, saturating PEA agonist 100%. activation, % at 3 µM. actives 0.99% (n = 360,000);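 active = activation above the mean activation of all test compounds in the run plus 3 SD, cut at about 38% in these data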
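Test system: RD-HGA16 (CHO) cells co-expressing Gα16 and hTAAR1; dosing: one-point dosing at 3 µM (nominal); timing: 17-24 h seeding, 75 min 37 °C dye, 30 min RT; signal: kinetic Fluo-8 calcium fluorescence; read-out basis: % activation relative to PEA EC100 response; controls: DMSO and PEA EC100; replicates: n 1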
CHRM4 PAM – positive allosteric modulators of human muscarinic M4 receptor | CHO-K1 hM4/Gqi5, Fluo-8 calcium fluorescence, ACh EC20; 0% = ACh EC20, 100% = maximal ACh | actives 0.4% (n = 360,000) | activation, % at 3 µM | P08173;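 active = activation above its plate's cutoff, the mean activation of sample wells plus 3 SD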; note: some results filed as inactive read as strong as hits
Target sequence (P08173 whole entry, looked up): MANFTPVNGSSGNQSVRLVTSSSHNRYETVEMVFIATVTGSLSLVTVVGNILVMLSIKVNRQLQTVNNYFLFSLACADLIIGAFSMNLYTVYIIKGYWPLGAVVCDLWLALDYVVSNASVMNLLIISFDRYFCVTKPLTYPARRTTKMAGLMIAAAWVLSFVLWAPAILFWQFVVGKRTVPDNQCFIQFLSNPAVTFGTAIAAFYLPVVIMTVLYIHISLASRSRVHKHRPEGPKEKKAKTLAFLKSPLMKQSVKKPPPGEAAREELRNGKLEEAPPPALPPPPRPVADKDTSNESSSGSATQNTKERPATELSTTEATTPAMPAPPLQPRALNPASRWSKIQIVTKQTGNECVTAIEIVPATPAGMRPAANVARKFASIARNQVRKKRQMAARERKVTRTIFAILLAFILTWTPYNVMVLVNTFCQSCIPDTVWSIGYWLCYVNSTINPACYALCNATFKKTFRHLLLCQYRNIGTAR
M5 PAM – potentiates acetylcholine response at human M5 receptor; actives 0.3% (n = 360,000); P08912; CHO-K1 hM5, Fluo-8 calcium, ACh EC20 PAM; 0% = ACh EC20, 100% = ACh EC100; activation, % at 3 µM;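 active = activation above the run cutoff, the mean activation of all test compounds plus 3 SD, cut at about 18% in these data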
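System: CHO-K1 hM5 cells. Reagent: acetylcholine, EC20 level. Compound dosing: single dose, 3 µM nominal final test concentration. Timing: Post-acetylcholine fluorescence recording 140 s. Detection: Fluo-8 calcium fluorescence. Read-out: % activation, ACh-normalized. Benchmarks: ACh EC20 and EC100 wells. Repeats: singlicate, one well per test compound.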
CRFR2-BP ag – CRF-BP/CRF-R2 complex agonism. HEK293 CRF-R2/CRF-BP, calcium dye fluorescence (FLIPR); percent of saturating CRF peptide response. activation, % at 13.2 µM. actives 0.46% (n = 350,000). AID 588473;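 active = activation of at least 50%, plus an integration ratio under a set limit after plate pattern correction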;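 note: plate controls were neutral control wells without compound for no effect and CRF at EC100 for full effect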
An asterisk follows results filed as active; . = no result given; & = joins results of further samples.

Sample of the layout, four compounds:
The line under a structure holds: CHRM4 PAM	CHO-K1 Ca PAM	M5 PAM	TAAR1 antag	CHRM5 antagonist	CRFR2-BP ag	CRFBP-R2 block	CHRM5 agonist	TAAR1 ag
COc1c(F)c(F)c(C(=O)O)c(Nc2ccc(C)cc2C)c1F
 : 3	20	-4	-4	2	0.8	12	-3	2
O=C(NCc1ccc2c(c1)OCO2)C(=O)NCC1CCCO1 (stereo not drawn)
 : 0	-1	1	-16	9	0.1	-5	1	5
NCCCC[C@H]1CN=C(N)N1CC1CCCCC1
 : 0	16	-2	4	0	-1.0	0	1	5
COc1cc(C(=O)NCCc2ncccc2C)ccc1OC1CCN(C(C)=O)CC1
 : -3	-6	-3	-17	0	0.2	-1	-5	5

All compounds of this part, repeating the preview:
The line under a structure holds: CHRM4 PAM	CHO-K1 Ca PAM	M5 PAM	TAAR1 antag	CHRM5 antagonist	CRFR2-BP ag	CRFBP-R2 block	CHRM5 agonist	TAAR1 ag
COc1c(F)c(F)c(C(=O)O)c(Nc2ccc(C)cc2C)c1F
 : 3	20	-4	-4	2	0.8	12	-3	2
O=C(NCc1ccc2c(c1)OCO2)C(=O)NCC1CCCO1 (stereo not drawn)
 : 0	-1	1	-16	9	0.1	-5	1	5
NCCCC[C@H]1CN=C(N)N1CC1CCCCC1
 : 0	16	-2	4	0	-1.0	0	1	5
COc1cc(C(=O)NCCc2ncccc2C)ccc1OC1CCN(C(C)=O)CC1
 : -3	-6	-3	-17	0	0.2	-1	-5	5
CCCNC(=O)NC(C(=O)OC)C12CC3CC(CC(C3)C1)C2 (stereo not drawn)
 : 3	-7	-2	7	-4	0.3	-18	-2	6
COc1ccc(Cc2nnc(NC(=O)c3ccccc3[N+](=O)[O-])s2)cc1
 : 15	13	5	-12	-6	0.7	-13	3	1
CCOC(=O)c1ccc(OS(=O)(=O)c2ccccc2)c(OC)c1
 : -2	18	2	1	0	-0.1	-3	-2	-1
O=C(O)C1CCC(CN(Cc2cccc(Br)c2)C(=S)Nc2ccccc2F)CC1 (stereo not drawn)
 : -6	20	7	8	2	-0.5	10	6	5
CON(C)C(=O)CC1(CN(Cc2ccccc2)C(=O)OC(C)(C)C)CCCCC1
 : -6	3	-11	39	9	-0.1	0	-1	15
COC(=O)C1=C(C)NC(C)=C(C(=O)O[C@@H]2CCCN(Cc3ccccc3)C2)[C@@H]1c1cccc([N+](=O)[O-])c1
 : -7	14	-11	16	0	4.5	-30	-1	-1
O=C(/C=C1\OCc2cc(OCc3ccccc3)ccc21)OCc1ccccc1
 : 5	.	5	0	-4	.	.	3	0
CCOc1cc(C(=O)NCc2ccc(-c3nc4ccccc4o3)cc2)cc(OCC)c1OCC
 : 4	-12	0	-12	0	-0.7	18	2	3
CCOc1ccc(C(=O)c2nc3c(n2O)CCCC3)cc1
 : -8	-1	-8	-24	9	4.4	0	2	3
O=C(Cn1cnc2ccccc21)Nc1cc(C(F)(F)F)ccc1N1CCOCC1
 : 7	9	1	-2	2	2.8	-25	0	19
CCC(=O)Nc1cc(-c2nnc(OC)c3ccccc23)ccc1N1CCOCC1
 : -2	3	-11	1	11	-0.2	-8	-4	9
CC(C)OCCCNC(=O)CNC(=O)c1cccs1
 : 10	16	-3	-12	-1	1.2	-14	4	8
Cc1cc(C)cc(NC(=S)N(CCCN2CCN(C)CC2)Cc2cccs2)c1
 : -3	8	0	-6	2	-0.7	-4	0	6
O=C(NC1CCCc2ccccc21)c1ccccc1Cl (stereo not drawn)
 : -7	9	4	6	8	-2.0	32	-8	0
Cc1cc(C)n2nc(CCCO)nc2n1
 : -3	3	1	15	7	-2.2	0	-1	4
Cc1cccc(Nc2ncnc(N)c2[N+](=O)[O-])n1
 : -4	-6	-1	8	0	-4.1	11	-3	6
COc1cc(C=C2Cc3ccccc3C2=O)cc(OC)c1OC
 : 1	-1	2	26	-7	.	.	2	2
CN(C(=O)COC(=O)c1ccccc1C(=O)N(C)c1ccccc1)c1ccccc1
 : 6	4	10	5	-11	3.5	-2	-2	0
COc1ccccc1C(=O)NCC(=O)N1CCN(C/C=C/c2ccccc2)CC1
 : 10	8	3	-20	6	-1.1	-2	-4	6
COc1ccccc1NC(=O)CSc1nnc(CNC(=O)c2cccs2)o1
 : -1	6	-3	3	11	-0.6	-6	-1	0
CC(=O)Nc1cccc(-c2ccnc3c2CC(C)(C(=O)NCCC(F)(F)F)O3)c1 (stereo not drawn)
 : 7	23	2	-35	-7	.	.	0	4
Nc1nc(CSc2nc3ccccc3s2)nc(N2CCOCC2)n1
 : -8	-2	-12	5	-2	-5.4	1	1	5
O=C(NC1CCCCC1)N1CCCCCCC1
 : 5	-5	2	-2	-3	0.0	-1	0	4
COc1cccc(C(C(=O)NC2CCCC2)N(C(=O)c2ccco2)c2ccc(NC(C)=O)cc2)c1OC (stereo not drawn)
 : 21*	13	-1	1	12	1.7	-4	-4	2
CCCCNc1c(-c2ccc(OC)c(SC3CCCCC3)c2)nc2ccc(C)cn12
 : -10&-12	-18&-3	-35&-24	85*	40*	1.5	-28	-2&4	26&10
Cc1ccc(C(=O)N/C(=C\c2ccccc2)C(=O)NCc2ccncc2)cc1
 : 9	2	2	-13	-14	2.0	-3	-4	-1
Cc1ccc(S(=O)(=O)N2CCN(C(=O)COC(=O)/C=C/c3ccc(OC(F)F)cc3)CC2)cc1
 : 5	18	1	12	7	-0.1	4	6	2
CS(=O)(=O)Cc1ccc(C(=O)NC2CCSc3ccccc32)cc1 (stereo not drawn)
 : -6	4	-3	-7	11	-0.9	11	-2	-2
CCc1cccc2[nH]c3cc([N+](=O)[O-])ccc3c12
 : 2	1	-2	-24	6	6.0	4	-5	1
COc1ccc(NC(=O)C2CCCN2C(=O)NCc2ccccc2)cc1 (stereo not drawn)
 : -1	17	-2	-7	-9	-0.4	-28	-2	0
N#Cc1c2c(c[nH]c1=O)CCN2Cc1ccccc1
 : 1	11	-5	-15	3	-1.3	-2	-2	2
O=C(CNC(=O)c1ccco1)Nc1cc(Cl)ccc1N1CCOCC1
 : -7	-5	-1	-5	3	2.4	10	-1	8
CC(C)C(c1nnnn1Cc1ccco1)N1CCN(c2nc3ccccc3s2)CC1 (stereo not drawn)
 : -7	16	-1	55*	-10	0.0	-7	-2	16
Cc1ccc(NC(=O)CSc2nc(=O)n(CCCN3CCOCC3)c3c2CCCC3)c(C)c1
 : 2	-15	1	-7	4	3.4	-4	-3	-2
Cc1ccc(C(=O)NCCc2nnc3c(C(F)(F)F)cc(Cl)cn23)o1
 : 4	6	-5	4	8	2.8	4	-4	0
CCCOc1ccccc1/C=N/NC(=O)C1CC1
 : -2	17	-6	5	16	-0.8	-8	-4	-1
CC(C)(C)c1ccc(C(=O)C2CCCN(C(=O)CCn3cncn3)C2)cc1 (stereo not drawn)
 : -3	1	-2	-22	-11	-0.2	-2	2	1
Cc1cc(C)c(S(=O)(=O)N2CCOC2CNC(=O)C(=O)NCc2ccccn2)c(C)c1 (stereo not drawn)
 : 7	-6	4	-17	-8	-0.6	-1	-3	4
COc1ccc(CNC(=O)[C@H](C)NC(=O)C2CC(=O)N(c3ccc(OC)cc3)C2)cc1 (stereo partly drawn)
 : 3	-5	-1	-16	4	-0.3	-1	-3	0
Cc1cc(=O)n(Cc2ccc(OC(C)C)cc2)c(=S)[nH]1
 : 9	15	-1	-36	10	-3.5	9	-1	1
CC(=O)Nc1ccc2c(c1)nc1n2CCSC1
 : -3	19	1	-7	2	-0.3	-4	-1	10
O=C(Nc1cccc(S(=O)(=O)N2CCCCC2)c1)c1ccc(Cl)nc1
 : -7	-21	-27	20	18	0.7	-1	7	13
CCn1cc(C(=O)N2CCN(c3ccc(C(C)=O)cc3)CC2)c2cc(OC)c(OC)cc2c1=O
 : -9	10	-2	-20	11	0.9	-11	4	-1
N#Cc1c(-c2ccccc2)nc(SCc2ccc([N+](=O)[O-])cc2)[nH]c1=O
 : 6	11	13	2	-16	0.6	-2	4	5
Cc1ccc(N(Cc2ccccc2)C(=O)c2cc(S(=O)(=O)N3CCOCC3)ccc2N2CCCC2)cc1
 : 8	-11	-13	-14	0	3.9	18	-6	1
Clc1ccc(C(c2nnnn2C2CCCC2)N2CCSCC2)cc1 (stereo not drawn)
 : -9	10	1	-21	-6	-0.7	9	0	3

Next part
The line under a structure holds: CHRM4 PAM	CHO-K1 Ca PAM	M5 PAM	TAAR1 antag	CHRM5 antagonist	CRFR2-BP ag	CRFBP-R2 block	CHRM5 agonist	TAAR1 ag
Cn1c(N)c(C(C[N+](=O)[O-])c2ccccc2Cl)c(=O)n(C)c1=O (stereo not drawn)
 : -6	7	-3	-29	7	-0.2	6	-1	5
Cc1ccc2nsnc2c1NS(=O)(=O)c1c(C)ccc2nsnc12
 : 4	23	0	1	5	-1.9	0	-4	0
Cc1ccc(SCCNS(=O)(=O)c2ccc3c(c2)OCCO3)cc1
 : 2	1	0	11	2	0.6	6	-7	26
CCN(CC)S(=O)(=O)c1ccc(C(=O)NCC2(N3CCOCC3)CCCCC2)cc1
 : -5	10	0	13	9	-0.5	13	0	-1
COc1ccc(S(=O)(=O)N2CCN(C)CC2)cc1C
 : 2	-12	0	-7	1	-2.5	17	0	-1
CCCN(CCC)C(=O)CSc1ncccc1C(=O)O
 : 8	13	2	-7	6	0.9	-2	-1	4
O=C1N/C(=C/c2ccco2)C(=O)N1Cc1ccccc1F
 : 7	20	8	2	-6	1.3	-29	2	1
O=c1cc(-c2ccccc2)[nH]n1-c1ccccc1
 : 2	1	-11	3	21	-0.8	15	21	8
O=C(c1cccc(F)c1)N1CCN(Cc2ccc3c(c2)OCO3)CC1
 : 3	3	15	-9	-13	-1.1	14	3	0
CC(C)C1C(=O)N(Cc2cn(CCC3OCCCO3)nn2)CCS(=O)(=O)N1Cc1ccc(-c2ccc(F)nc2)cc1 (stereo not drawn)
 : 2	3	-1	-13	4	0.4	-6	-1	0
Cc1cc(C)cc(NC(=O)c2cnn(-c3ccccc3)c2C2CCNCC2)c1
 : 1	-13	4	-7	-11	-0.5	1	-1	9
CCNC(=O)C1CC(=O)N(Cc2ccc3c(c2)OCO3)C(=Nc2ccc(OCC)cc2)S1 (stereo not drawn)
 : 3	29	1	11	-2	3.6	13	-4	8
COc1ccc(C(=O)N/C(=C\c2cn(C)c3ccccc23)C(=O)NCCCn2ccnc2)cc1
 : 5	2	4	4	3	-0.2	5	-5	0
Cc1cc(C(=O)CN2C(=O)NC3(CCCCC3)C2=O)c(C)n1C
 : 1	14	2	18	8	-1.5	-13	2	4
COCCn1c(=NC(=O)CCS(=O)(=O)c2ccccc2)sc2cc(C)ccc21
 : -3	6	-3	-2	12	-0.6	7	-2	-2
CSc1cccc(NC(=S)NCCCN2CCN(c3ccc(F)cc3)CC2)c1
 : 6	18	4	-12	-2	0.0	-1	2	0
